From PubChem
M1 antag: human CHRM1 antagonism. CHO-K1 hM1, Fluo-8 calcium fluorescence, ACh EC80 antagonist. P11229. inhibition, % at 3 µM. 360,000 compounds, 1.3% hits;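 active = percent inhibition above its own plate's cutoff, namely the mean of that plate's compound wells plus 3 SD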;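 also: peak over basal fluorescence ratio during 140 s after agonist addition; 0% = ACh EC80 plus DMSO and 100% = DMSO alone without agonist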
CHRM4 antagonist: blocks acetylcholine activation of human M4 receptor. CHO-hM4 cells, ACh EC80, Fluo-8 calcium fluorescence. inhibition, % at 3 µM. 360,000 compounds, 0.73% hits;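 active = inhibition above its plate's cutoff, the mean inhibition of sample wells plus 3 SD, cut at about 27% in these data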;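 also: 0% = acetylcholine EC80 with DMSO and 100% = DMSO without agonist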
Target sequence (P08173 whole entry, looked up): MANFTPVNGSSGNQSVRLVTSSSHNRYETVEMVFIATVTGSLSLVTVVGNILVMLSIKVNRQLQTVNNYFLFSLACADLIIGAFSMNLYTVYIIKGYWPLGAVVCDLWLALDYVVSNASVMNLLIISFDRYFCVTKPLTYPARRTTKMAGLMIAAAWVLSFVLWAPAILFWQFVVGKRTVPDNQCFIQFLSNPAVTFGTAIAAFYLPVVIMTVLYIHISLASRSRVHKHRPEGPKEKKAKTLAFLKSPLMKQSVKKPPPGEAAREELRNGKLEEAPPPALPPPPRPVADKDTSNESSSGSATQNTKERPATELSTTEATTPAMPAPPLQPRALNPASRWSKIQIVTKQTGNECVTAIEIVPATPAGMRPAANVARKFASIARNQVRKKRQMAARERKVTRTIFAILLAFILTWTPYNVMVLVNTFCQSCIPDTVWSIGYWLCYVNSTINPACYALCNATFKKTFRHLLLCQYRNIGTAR
CHRM4 PAM: positive allosteric modulators of human muscarinic M4 receptor. CHO-K1 hM4/Gqi5, Fluo-8 calcium fluorescence, ACh EC20; 0% = ACh EC20, 100% = maximal ACh. activation, % at 3 µM. 360,000 compounds, 0.4% hits;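 active = activation above its plate's cutoff, the mean activation of sample wells plus 3 SD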; also: some results filed as inactive read as strong as hits
CHRM4 agonist: agonists of human muscarinic M4 receptor (CHRM4); P08173; CHO-K1 hM4/Gqi5, Fluo-8 calcium fluorescence; vehicle 0%, full acetylcholine response 100%; activation, % at 3 µM; 360,000 compounds, 0.14% hits; AID 624127;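 active = activation above the run mean over all test wells plus 3 SD, cut at about 32% in these data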;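 also: peak over basal fluorescence ratio per well then scaled between controls; 0% = DMSO wells and 100% = acetylcholine at EC100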
CRFR2-BP ag: agonists of human CRF-binding protein/CRF-R2 receptor complex; HEK293 CRF-R2/CRF-BP, calcium dye fluorescence (FLIPR); percent of saturating CRF peptide response; activation, % at 13.2 µM; 350,000 compounds, 0.46% hits;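 active = activation of at least 50%, plus an integration ratio under a set limit after plate pattern correction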;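 also: plate controls were neutral control wells without compound for no effect and CRF at EC100 for full effect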
CHRM5 antagonist: blocks acetylcholine activation of human M5 receptor | CHO-hM5 cells, Fluo-8 calcium fluorescence, ACh EC80 | inhibition, % at 3 µM | 360,000 compounds, 0.59% hits | P08912;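 active = inhibition above a per-plate cutoff, the mean of that plate's test compounds plus 3 SD, cut at about 27% in these data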;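 also: 0% = acetylcholine EC80 with DMSO and 100% = DMSO without agonist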
Target sequence (P08912 whole entry, looked up): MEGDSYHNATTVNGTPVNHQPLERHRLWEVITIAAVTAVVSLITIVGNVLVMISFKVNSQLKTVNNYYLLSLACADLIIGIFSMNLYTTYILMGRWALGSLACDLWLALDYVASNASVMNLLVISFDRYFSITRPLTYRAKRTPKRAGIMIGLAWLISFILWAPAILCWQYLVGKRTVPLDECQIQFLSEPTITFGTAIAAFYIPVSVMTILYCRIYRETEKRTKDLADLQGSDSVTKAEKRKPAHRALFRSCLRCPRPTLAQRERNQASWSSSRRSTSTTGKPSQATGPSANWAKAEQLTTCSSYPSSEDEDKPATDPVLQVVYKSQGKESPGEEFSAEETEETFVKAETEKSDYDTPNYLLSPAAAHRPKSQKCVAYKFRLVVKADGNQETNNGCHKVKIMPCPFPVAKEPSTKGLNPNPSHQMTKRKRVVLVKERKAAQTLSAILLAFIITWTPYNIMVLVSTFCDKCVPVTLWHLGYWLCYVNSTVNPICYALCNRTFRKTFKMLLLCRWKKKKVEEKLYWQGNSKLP
M1 PAM: positive allosteric modulators of human M1 muscarinic receptor; CHO-K1 hM1, Fluo-8 calcium fluorescence, ACh EC20; 0% = ACh EC20, 100% = maximal ACh; activation, % at 3 µM; 360,000 compounds, 0.088% hits; in the data active = activation above about 19%, passing the limit was not always enough
M5 PAM: potentiates acetylcholine response at human M5 receptor. P08912. CHO-K1 hM5, Fluo-8 calcium, ACh EC20 PAM; 0% = ACh EC20, 100% = ACh EC100. activation, % at 3 µM. 360,000 compounds, 0.3% hits. AID 624038;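 active = activation above the run cutoff, the mean activation of all test compounds plus 3 SD, cut at about 18% in these data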
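Assay system – human M5 receptor in CHO-K1 cells · Read-out – % activation, ACh-normalized · Technique – Fluo-8 calcium fluorescence · Dosing – single-point, 3 µM nominal · Incubation – Fluo-8 loading 80 min at 37 °C plus 30 min room temperature · Repeats – singlicate, one well per test compound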
CHRM5 agonist: agonists of human muscarinic M5 receptor (CHRM5) | CHO-K1 hM5 cells, Fluo-8 calcium fluorescence; 0% DMSO wells, 100% maximal acetylcholine response | activation, % at 3 µM | 360,000 compounds, 0.19% hits | P08912;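 active = activation above the run's mean over test compounds plus 3 SD, cut at about 23% in these data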;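 also: signal is peak over basal fluorescence ratio across the kinetic read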
* hit, by the source's call; . = no result given.

SMILES	M1 antag	CHRM4 antagonist	CHRM4 PAM	CHRM4 agonist	CRFR2-BP ag	CHRM5 antagonist	M1 PAM	M5 PAM	CHRM5 agonist
COCCOC(=O)c1c(N)n(Cc2ccco2)c2nc3ccccc3nc12	-17	-12	7	2	15	-12	-5	7	2
Clc1ccc2c(N3CCNCC3)ccnc2c1	-5	-6	-3	0	0.4	-2	2	1	-7
Nc1ccc(C2(c3ccc(N)cc3)CCCCC2)cc1	-8	-3	-5	10	-0.7	7	6	6	1
CC1=C2[C@@H]3OC(=O)[C@H](C)C3CC[C@@]2(C)C=CC1=O (some centres not stated)	-11	6	4	0	0.9	1	6	2	0
COc1cccc(N2C(=O)/C(=C/c3ccc(C)o3)C(=O)NC2=S)c1	2	7	5	5	1.1	-1	2	5	2
CC1(C)C2CC=C(CN3CCC(O)CC3)C1C2 (configuration not stated)	-1	2	-5	0	-0.6	7	-1	-5	-1
Oc1ccccc1-[n+]1c(-c2ccccc2)cc(-c2ccccc2)c(O)c1-c1ccccc1	3	6	-8	0	1.0	-3	-6	-9	3
COc1cccc(NP(=O)(Oc2ccc(Cl)cc2)Oc2ccc(Cl)cc2)c1	4	14	-11	-1	-1.5	-2	-7	-5	-2
CC(=O)Nc1ccc(C=C2C(=O)NC(=O)NC2=O)cc1	-25	-3	4	1	2.3	-2	17	-6	1
O=C(C1CCCO1)N1CCC2(CC1)OCCO2 (configuration not stated)	-4	6	-7	2	-1.1	18	-3	-11	-1
CC(NCc1cccc(Cl)c1Cl)C(O)c1ccccc1 (configuration not stated)	-3	1	-1	0	2.5	-9	2	4	-3
O=C(O)CP(=O)(O)c1ccc(Cl)cc1	-39	-1	8	0	6.9	-1	4	3	-1
COc1ccccc1CN1CCCC(C(=O)c2ccccc2SC)C1 (configuration not stated)	32	22	-24	4	-4.2	12	-20	-12	-15
CN1CCc2nc3sc(C(=O)NC4CC4)c(N)c3cc2C1	-14	-7	5	1	10	-2	13	-1	1
O=C(CNS(=O)(=O)c1cccs1)N1CCC2(CC1)OCCO2	-13	-3	15	1	2.4	-5	11	8	-5
CC(=O)O[C@H]1CC[C@]2(C)C3CC[C@@]4(C)C(C[C@@H](O)[C@@H]4O)C3[C@@H](OC(C)=O)C[C@H]2C1 (some centres not stated)	-13	-33	-4	16	1.3	-12	1	2	3
FC(F)(F)c1ccc2c(c1)ncn2C1CCN(Cc2nnnn2C2CCCCC2)CC1	-8	3	0	2	2.3	-6	8	3	0
CCC(Oc1cc(Cl)ccc1Cl)C(=O)N1CCC2(CC1)OCCO2 (configuration not stated)	-13	-25	7	4	-2.1	-19	8	1	-4
CC(C)c1onc(C(=O)N2CCC3(CC2)OCCO3)c1[N+](=O)[O-]	-2	6	13	1	2.1	-2	4	0	-4
CCOc1ccc(N2C(=O)NC(=O)/C(=C/c3cnc(SC)nc3)C2=O)cc1	-3	1	5	2	3.9	-9	7	-5	-2
C[C@H]1CC[C@@H]2N(C1)C[C@H]1[C@@H]3C[C@H]4[C@@H](CC(=O)[C@H]5C[C@@H](O)CC[C@@]54C)[C@@H]3CC[C@H]1[C@]2(C)O	86*	85*	-18	1	-0.3	1	-28	-8	-6
CCCNC(=O)c1c(N)n(CC2CCCO2)c2nc3ccccc3nc12 (configuration not stated)	-13	0	0	4	-1.8	11	6	-9	-2
OC1(c2ccc(F)cc2)CC2CCC(C1)N2Cc1nnnn1C1CCCC1 (configuration not stated)	9	8	-7	2	-0.4	0	-2	-5	3
Cc1cccc(C)c1-n1nnnc1C(C1CC1)N1CCC2(CC1)C(=O)NCN2c1ccccc1 (configuration not stated)	-15	-2	-8	21	.	10	3	-12	7
COc1cc(CN2CCN(C(=O)COc3ccccc3)CC2)cc(OC)c1OC	-6	-14	9	1	-2.8	-12	3	12	-2
CCC1C(c2ccccc2)NC(c2ccccc2)CC1(O)c1ccc(F)cc1 (configuration not stated)	-2	-2	-26	-1	4.6	10	-4	-3	0
Cc1ccc2c(c1N)C(=O)c1ccccc1C2=O	14	14	-2	14	-0.4	28*	1	-12	5
COc1ccc(N2C(=O)/C(=C/c3ccc(C)o3)C(=O)NC2=S)c(OC)c1	-20	3	0	1	2.7	0	13	10	2
CCOC(=O)C1CCN(/C=C2/C(=O)NC(=O)N(c3ccc(OCC)cc3)C2=O)CC1	-2	4	5	1	2.9	-1	3	-2	9
COc1ccc(-c2nn(CCC#N)cc2C(=O)Nc2ccccc2Br)cc1[N+](=O)[O-]	-10	-8	-10	2	-1.2	1	7	-2	5

10 compounds out of the list, arranged by SMILES length, lowest first:
SMILES	M1 antag	CHRM4 antagonist	CHRM4 PAM	CHRM4 agonist	CRFR2-BP ag	CHRM5 antagonist	M1 PAM	M5 PAM	CHRM5 agonist
Cc1ccc2c(c1N)C(=O)c1ccccc1C2=O	14	14	-2	14	-0.4	28*	1	-12	5
CCCNC(=O)c1c(N)n(CC2CCCO2)c2nc3ccccc3nc12 (configuration not stated)	-13	0	0	4	-1.8	11	6	-9	-2
COc1cc(CN2CCN(C(=O)COc3ccccc3)CC2)cc(OC)c1OC	-6	-14	9	1	-2.8	-12	3	12	-2
CC(C)c1onc(C(=O)N2CCC3(CC2)OCCO3)c1[N+](=O)[O-]	-2	6	13	1	2.1	-2	4	0	-4
FC(F)(F)c1ccc2c(c1)ncn2C1CCN(Cc2nnnn2C2CCCCC2)CC1	-8	3	0	2	2.3	-6	8	3	0
COc1ccc(N2C(=O)/C(=C/c3ccc(C)o3)C(=O)NC2=S)c(OC)c1	-20	3	0	1	2.7	0	13	10	2
CCOC(=O)C1CCN(/C=C2/C(=O)NC(=O)N(c3ccc(OCC)cc3)C2=O)CC1	-2	4	5	1	2.9	-1	3	-2	9
Cc1cccc(C)c1-n1nnnc1C(C1CC1)N1CCC2(CC1)C(=O)NCN2c1ccccc1 (configuration not stated)	-15	-2	-8	21	.	10	3	-12	7
CC(=O)O[C@H]1CC[C@]2(C)C3CC[C@@]4(C)C(C[C@@H](O)[C@@H]4O)C3[C@@H](OC(C)=O)C[C@H]2C1 (some centres not stated)	-13	-33	-4	16	1.3	-12	1	2	3
C[C@H]1CC[C@@H]2N(C1)C[C@H]1[C@@H]3C[C@H]4[C@@H](CC(=O)[C@H]5C[C@@H](O)CC[C@@]54C)[C@@H]3CC[C@H]1[C@]2(C)O	86*	85*	-18	1	-0.3	1	-28	-8	-6

Continued.
SMILES	M1 antag	CHRM4 antagonist	CHRM4 PAM	CHRM4 agonist	CRFR2-BP ag	CHRM5 antagonist	M1 PAM	M5 PAM	CHRM5 agonist
O=C(N/N=C/c1c(O)n(Cc2ccccc2)c(=O)[nH]c1=O)c1ccccc1	10	4	-2	1	-1.9	-2	-5	5	0
COC(=O)C1=C(c2cc3ccccc3s2)C[C@@H]2CC[C@H]1N2C(=O)NCc1ccccc1	15	11	-3	0	-1.1	7	-15	11	-9
COc1ccc(OP(=O)(Nc2ccccc2)Nc2ccccc2)cc1	12	1	-4	7	-1.6	5	-8	-9	1
N/C(=N/[N+](=O)[O-])N1CCN(C(=O)Oc2ccc([N+](=O)[O-])cc2)CC1	-1	6	-9	10	1.2	12	8	-9	0
COc1ncccc1C(=O)NCC(CC(=O)O)c1ccccc1 (configuration not stated)	-11	-10	7	0	1.5	5	3	2	3
CCOC(=O)COc1ccc(/C=C2\C(=O)NC(=S)N(c3ccc(OC)cc3)C2=O)cc1OC	-4	-4	-1	0	12	13	3	-3	-1
CC1=C(C)CC2(CC1)C(=O)NC(=O)NC2=O	-13	-8	4	0	3.4	8	5	-1	2
CCCc1nc2ccccc2c(=O)n1-c1cccc(OC)c1	0	-2	-2	0	0.7	-2	4	-4	-7
CCCCn1c(O)c(C(C)=Nc2ccc(C(=O)O)cc2)c(=O)[nH]c1=O	-19	10	-2	0	-0.8	3	2	4	-1
COc1ccc(C(=O)C2CCCN(Cc3ccon3)C2)c(OC)c1 (configuration not stated)	-2	8	-5	2	1.1	8	1	-2	-2
Cc1[nH]c2ccccc2c1CCN	18	-6	1	2	-1.9	9	-4	19*	-3
COc1ccc(CN2CCNCC2)cc1	-11	-5	-5	0	3.9	0	8	-1	-4
Cc1cccc(C)c1N1CCN(c2c(C)cccc2C)CC1	-19	-12	-1	0	0.8	7	13	-4	-7
O=C(CNC1CCCCC1)N1CCC2(CC1)OCCO2	-7	-11	5	1	-1.9	-13	4	17	-9
O=c1[nH]c(=O)n(CCc2ccccc2)c(O)c1C=NCc1ccc2c(c1)OCO2	-11	2	9	-1	3.4	-4	9	1	1
Cc1ccc2c(C)c3ccc4ccccc4c3c[n+]2c1	12	4	-1	1	1.5	15	-6	4	-2
CCN1CCN(Cc2ccccc2C)CC1	-1	-2	0	1	9.7	6	0	-1	-8
COc1cccc(-c2nn(CCC#N)cc2C(=O)Nc2ccccc2Cl)c1	-5	-6	0	0	-1.8	2	8	-3	3
CCOP(=O)(OCC)C(NS(=O)(=O)c1ccccc1)C(Cl)(Cl)Cl (configuration not stated)	-12	-4	3	1	7.0	-6	17	-5	3
O=C(C1CCC(=O)N1Cc1ccccc1Cl)N1CCC2(CC1)OCCO2 (configuration not stated)	-24	-6	9	3	-0.4	-5	12	9	3
O=C1CCCC2=C1C(c1cccnc1)Nc1ccccc1N2 (configuration not stated)	-13	3	2	0	-0.6	-5	8	-4	-5
O=C(c1n[nH]c(=O)c2ccccc12)N1CCC2(CC1)OCCO2	-1	-11	9	1	4.5	-1	5	13	0
Cc1cc(C)c(S(=O)(=O)N2Cc3ccccc3-n3nncc3C2)c(C)c1	18	-4	-6	14	-3.2	5	-9	-7	4
CC(=O)OC1(c2ccccc2)CCN(C)C2CCCCC21 (configuration not stated)	-4	2	1	6	0.3	0	0	-1	-5
COc1cc(CNCCc2ccc3c(c2)OCO3)ccc1O	-16	-9	0	2	-0.3	-5	4	12	2
CC(=O)c1cn(Cc2ccc(F)cc2)c2ccccc12	-16	0	-12	7	-5.0	-8	7	-10	6
Cc1cc(OCC(=O)N2CCN(CC(=O)N3CCOCC3)CC2)c(C(C)C)cc1Cl	-11	-9	16	1	-0.5	6	10	8	-1
CCN(CC)C(=O)c1ccc(NC(=O)Nc2ccccc2F)cc1	-3	-3	-9	10	-1.9	5	-3	-12	-1
CN1CCCN(C(=O)COc2ccc(Br)cc2)CC1	-3	9	-8	0	1.0	8	3	2	-7
COC(=O)C1=C(c2cccc(OC)c2OC)C[C@@H]2CC[C@H]1N2C(=O)NC(C)C	-11	-1	6	1	-0.2	7	9	0	2
COc1ccc(-c2nn(CCC#N)cc2C(=O)Nc2ccccc2Br)cc1	-19	8	2	1	-3.4	-4	10	-1	1
CCc1ccc(CN2CCN(Cc3ccc(SC)cc3)CC2)cc1	16	6	-18	17	-1.1	10	-27	-13	-6
CN(C)P1(=O)N(C)CCN1C	1	-6	5	0	.	-6	-1	1	0
O=C(/C=C/c1ccc2c(c1)OCO2)c1c(O)n(CCC2=CCCCC2)c(=O)[nH]c1=O	-16	4	2	0	25	8	12	-3	-3
COc1ccc(CCNCc2ccccc2F)cc1OC	-17	7	-5	1	-0.5	-5	10	-1	0

In another format: two of the compounds above.
| SMILES | M1 antag | CHRM4 antagonist | CHRM4 PAM | CHRM4 agonist | CRFR2-BP ag | CHRM5 antagonist | M1 PAM | M5 PAM | CHRM5 agonist |
| --- | --- | --- | --- | --- | --- | --- | --- | --- | --- |
| COc1ccc(CCNCc2ccccc2F)cc1OC | -17 | 7 | -5 | 1 | -0.5 | -5 | 10 | -1 | 0 |
| CN(C)P1(=O)N(C)CCN1C | 1 | -6 | 5 | 0 | . | -6 | -1 | 1 | 0 |

Not all compounds are listed; count on the stated rates, not on these rows.
